Screening data (PubChem BioAssay)
NFkB transloc inh: inhibitors of IL-1B driven NFkB p65 nuclear import, primary screen, imaging, HUVEC, IL-1B stimulus, high-content imaging | HUVEC IL-1B NFkB p65 nuclear translocation imaging | inhibition, % at 2 µM | 94,000 compounds, 0.43% hits;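 active = inhibition above about 30% together with a positive call from visual inspection of the well image, limit read from the data; inconclusive = inhibition above a set limit but visual check negative; inactive = inhibition not above a set limit, visual check negative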;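 note: nuclear over cytoplasmic p65 intensity ratio measured by imaging; 0% = IL-1B stimulated DMSO wells and 100% = unstimulated DMSO wells; values of inactives mirror those of a sister screen read the other way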
NFkB transloc pot: enhancers of NFkB p65 translocation in HUVEC – imaging, IL-1B stimulus, high-content imaging, primary screen; HUVEC IL-1B NFkB p65 nuclear translocation imaging; activation, % at 2 µM; 94,000 compounds, 0.3% hits;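 active = activation above 40%, about the mean plus 3 SD, also judged a hit on visual image review; inconclusive = activation above 40% but not a hit on visual review; inactive = activation not above 40% and no visual hit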;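 note: percent activation is computed from the nuclear over cytoplasmic p65 intensity ratio; values of inactives mirror those of a sister screen read the other way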
Bcl-B TR3 displacers: displacers of TR3 peptide from Bcl-B, primary screen, selectivity assay for Bfl-1 inhibitor project, biochemical, fluorescence polarization. Bcl-2-like protein 10 (Homo sapiens). FP displacement of FITC-TR3 peptide from Bcl-B; higher % means a stronger effect. displacement, % at 20 µM; hits with a dose series show IC50 in µM. 96,000 compounds, 0.11% hits. AID 748, 2007;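 active = displacement above 50% at 20 µM plus a fluorescence interference ratio under 1.5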;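 note: plate controls were wells without compound for no effect and wells lacking Bcl-B protein for full effect; a part of the inactive calls stands beside numbers as strong as those of hits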
MRP resist rev: reversal of MRP1-mediated doxorubicin resistance, primary screen, H69AR cells, doxorubicin co-treatment; H69AR cells + 2 uM doxorubicin, CellTiter-Glo, 72 h; differential viability (reversal), % at 10 µM; 85,000 compounds, 0.04% hits; AID 602, 2007;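 active = viability drop by adding the cancer drug above about 55%, with treated viability meeting a 40% cutoff, limit read from the data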;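 note: viability without doxorubicin minus viability with 2 µM doxorubicin for each compound; larger differential means the compound sensitizes cells more to doxorubicin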
PLAP inhibitors HTS: PLAP enzyme inhibitors, biochemical, luminescence, HTS (AID 690); Alkaline phosphatase, placental type (Homo sapiens); purified PLAP, luminescent substrate; higher % means a stronger effect; inhibition, % at 20 µM; hits with a dose series show IC50 in µM; 96,000 compounds, 0.08% hits; in the data active = a potency from the dose series; inactive = the rest, 99 in 100 with inhibition below about 30%; note: strong numbers were not always called active
MRP resist rev cytotoxicity: recorded beside MRP resist rev, whose call it bears; viability, %; H69AR cells, CellTiter-Glo, 72 h; measured here: cytotoxicity without doxorubicin
MRP resist rev with doxorubicin: second read-out of MRP resist rev, no call of its own (marks repeat the call); viability, %; measured here: viability with 2 uM doxorubicin; stronger effect = lower value
NFkB transloc inh cell count 2 µM: recorded beside NFkB transloc inh, whose call it bears; cell count; measured here: cells passing quality filter;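 raw number of nuclei counted in each imaged well without normalization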
NFkB transloc pot cell count 2 µM: second read-out of NFkB transloc pot, no call of its own (marks repeat the call); cell count; measured here: cells passing quality filter
* = called active by the depositor; ? = inconclusive; / = not tested or not shown. Some of the compounds tested, so the mix of outcomes need not match the whole.

1	CC(=O)Nc1ccc(S(=O)(=O)Nc2ccc(NC(=O)c3ccco3)cc2)cc1
2	O=C1C(C=Nc2ccccc2)=C(O)c2ccccc21
3	COc1ccc(-n2cnnc2SCC(=O)N2CCN(S(=O)(=O)c3ccccc3)CC2)cc1
4	COc1ccc(N2CCN(C(=O)CSc3nnc(CNc4ccccc4)o3)CC2)cc1
5	CCSc1nc(N)c(C#N)c(-c2ccco2)c1C#N
6	CC(C)(C)C(=O)Nc1nnc(Cc2ccccc2)s1
7	CCOC(=O)c1cnc2c(-c3ccc(Cl)cc3)c(C)nn2c1N
8	COc1ccc(C2C(C(=O)O)CC(=O)N2c2ccc(OC)cc2)cc1 (stereo unspecified)

entry no.	1	2	3	4	5	6	7	8
NFkB transloc inh	-8	-15	-26	-6	12	-42	11	-7
NFkB transloc inh cell count 2 µM	136	167	179	92	68	127	75	97
NFkB transloc pot	8	15	26	6	-12	42*	-11	7
NFkB transloc pot cell count 2 µM	136	167	179	92	68	127*	75	97
Bcl-B TR3 displacers	0%	4%	4%	/	/	/	/	-6%
MRP resist rev	0	-16	/	/	-24	-7	12	6
MRP resist rev cytotoxicity	89	63	/	/	32	103	67	92
MRP resist rev with doxorubicin	90	79	/	/	55	110	54	86
PLAP inhibitors HTS	3%	-3%	-74%	/	/	/	/	4%

9	CCC(=O)N(Cc1ccc2c(c1)OCO2)Cc1cc2cc(OC)ccc2[nH]c1=O
10	CC(C)(C)OC(=O)NCc1nc(N)n[nH]1
11	Cc1cc(C)cc(N(CCC#N)C(=O)CSc2nc3nc(C)cc(C)n3n2)c1
12	Cn1cc(C(=O)c2ccc(Cl)cc2Cl)cc1C(=O)N/N=C(\N)COc1cccc(C(F)(F)F)c1
13	COc1cc(C(=O)Nc2cccc(-c3nc4ncccc4o3)c2C)cc(OC)c1OC
14	CCOC(=O)c1cc(-c2nnc(-c3ccc(Cl)cc3)o2)c(C)nc1C
15	CCCS(=O)(=O)Nc1cc(C(F)(F)F)ccc1OCCOC
16	CC1CCN(C(=O)Cn2nc(C(F)(F)F)c3c2CCCC3)CC1

entry no.	9	10	11	12	13	14	15	16
NFkB transloc inh	-14	-11	-1	-28	8	-10	-8	5
NFkB transloc inh cell count 2 µM	179	169	202	210	184	216	142	123
NFkB transloc pot	14	11	1	28	-8	10	8	-5
NFkB transloc pot cell count 2 µM	179	169	202	210	184	216	142	123
Bcl-B TR3 displacers	4%	/	-2%	-4%	-23%	3%	-14%	9%
MRP resist rev	-9	6	13	-40	/	15	17	20
MRP resist rev cytotoxicity	71	99	100	27	/	83	81	103
MRP resist rev with doxorubicin	81	94	87	67	/	68	64	83
PLAP inhibitors HTS	14%	/	-45%	-100%	-8%	-24%	14%	6%

17	Cc1noc(C)c1S(=O)(=O)N1CCC(C(=O)NCCc2ccc(S(N)(=O)=O)cc2)CC1
18	Cc1ccc(C)n1-n1cnc2scc(-c3cccs3)c2c1=O
19	CC1CN(c2ccc(Oc3ccccc3)cc2)c2nc3c(c(=O)[nH]c(=O)n3C)n2C1 (stereo unspecified)
20	O=C(NCc1ccco1)c1cccnc1-c1nc2ccccc2s1
21	Cc1cccc(NC(=O)CSc2nnc(-c3ccccc3)n2N)c1C
22	O=C1COc2ccc(C(=O)c3ccccc3C(=O)NCc3ccco3)cc2N1
23	Cc1ccc(SCC(=O)NNC(=O)C2CCCCC2)cc1
24	CCCCn1c(Cc2ccccc2)nnc1SCC(=O)Nc1cc(C)on1

entry no.	17	18	19	20	21	22	23	24
NFkB transloc inh	-1	/	2	-4	-14	-29	-9	3
NFkB transloc inh cell count 2 µM	99	/	96	142	143	84	111	73
NFkB transloc pot	1	/	-2	4	14	29	-5	-3
NFkB transloc pot cell count 2 µM	99	/	96	142	143	84	112	73
Bcl-B TR3 displacers	7%	-3%	-8%	8%	-10%	2%	2%	/
MRP resist rev	-9	-13	-18	6	7	-4	/	15
MRP resist rev cytotoxicity	93	83	67	104	89	73	/	105
MRP resist rev with doxorubicin	103	96	85	98	82	77	/	90
PLAP inhibitors HTS	1%	-11%	2%	-22%	14%	25%	-80%	/

25	CCN(Cc1ccccc1)C(=O)CCc1nc(-c2ccc(C)cc2)no1
26	CC(=O)C1=C(O)C(=O)N(Cc2cccnc2)C1c1ccccc1Cl (stereo unspecified)
27	CCOc1cc(C#N)c(NC(=O)c2cccnc2)cc1OCC
28	Cc1[nH]n(-c2ccccc2)c(=O)c1C1(C(F)(F)F)C(=O)N(c2ccccc2)C2=C1C(=O)CC(C)(C)C2 (stereo unspecified)
29	CCOC(=O)Cc1csc(SCc2nc3ccccc3c(=O)[nH]2)n1
30	COc1ccc(-c2ccc(C#N)c(OC(=O)c3c(Cl)cccc3Cl)n2)cc1
31	O=C(NC1(C(=O)NC2CCCC2)CCCCC1)c1ccc2c(c1)OCO2
32	O=S(=O)(Nc1ccc2oc(-c3ccccc3)nc2c1)c1ccccc1

entry no.	25	26	27	28	29	30	31	32
NFkB transloc inh	-10	-37	4	-5	-51	7	/	9
NFkB transloc inh cell count 2 µM	169	129	104	167	187	67	/	112
NFkB transloc pot	10	37	-4	5	?	-7	/	-9
NFkB transloc pot cell count 2 µM	169	129	104	167	/	67	/	112
Bcl-B TR3 displacers	5%	-10%	-5%	-8%	-3%	-4%	-6%	-9%
MRP resist rev	14	0	/	/	14	-17	-2	10
MRP resist rev cytotoxicity	89	89	/	/	87	53	100	99
MRP resist rev with doxorubicin	75	88	/	/	73	70	102	90
PLAP inhibitors HTS	-69%	-4%	-1%	-58%	-38%	18%	-2%	-27%

33	CC(=O)NCCCc1c[nH]c2ccc(Cl)cc12
34	O=S(=O)(NC1CCCC1)c1ccc(S(=O)(=O)NC2CCCC2)cc1
35	CSc1nc(C)cc(/C=C\c2ccccc2)c1C#N
36	CCOC(=O)C1=C(O)/C(=C/c2cn(CC(=O)NCC3CCCO3)c3ccccc23)SC1=Nc1ccc(C)cc1 (stereo unspecified)
37	CC1CCc2nn(CC(=O)NCCCN3CCCCC3)cc2C1 (stereo unspecified)
38	CCOC(=O)CN1C(=N)N(c2nc(NC(C)C)nc(NC(C)C)n2)CC1=O
39	N=c1c(S(=O)(=O)c2ccccc2)cc2c(=O)n3ccccc3nc2n1CCN1CCOCC1
40	CC(C)COC(=O)N1CC(O)CC1C(=O)O (stereo unspecified)

entry no.	33	34	35	36	37	38	39	40
NFkB transloc inh	-18	/	-10	13	13	-14	-1	/
NFkB transloc inh cell count 2 µM	208	/	141	89	156	141	130	/
NFkB transloc pot	18	/	10	-13	-13	14	1	/
NFkB transloc pot cell count 2 µM	208	/	141	89	156	141	130	/
Bcl-B TR3 displacers	4%	4%	-2%	/	-4%	/	/	1%
MRP resist rev	-4	26	/	-4	9	5	9	2
MRP resist rev cytotoxicity	99	104	/	23	105	80	73	92
MRP resist rev with doxorubicin	103	77	/	26	96	75	64	91
PLAP inhibitors HTS	-14%	5%	17%	/	-36%	/	/	-21%

41	CS(=O)(=O)N(CCc1ccccc1)CC(=O)NCc1ccco1
42	COCC(=O)NC1CCN(S(=O)(=O)c2ccc(C(=O)O)cc2)CC1
43	N#Cc1c(NC(NC(=O)c2ccco2)C(=O)c2ccccc2)sc2c1CCCC2 (stereo unspecified)
44	C=CCn1c(SCC(=O)Nc2ccc(C)cc2C)nnc1-c1cccnc1
45	Cn1nc(C(F)(F)F)c(/C=N/OC(=O)c2ccccc2)c1Sc1ccc(Cl)cc1
46	O=C(CSc1nc(C2CC2)nc2ccccc12)N1c2ccccc2Sc2ccc(C(F)(F)F)cc21
47	COc1cc2ccccc2cc1C(=O)Nc1ccc(Cc2ccncc2)cc1
48	COc1ccc(-c2cc(C(F)(F)F)nc(N3CCCCC3)n2)cc1OC

entry no.	41	42	43	44	45	46	47	48
NFkB transloc inh	-4	7	-6	-5	-1	13	2	-34
NFkB transloc inh cell count 2 µM	104	82	182	71	57	137	221	125
NFkB transloc pot	4	-7	6	5	1	-13	-2	34
NFkB transloc pot cell count 2 µM	104	82	182	71	57	137	221	125
Bcl-B TR3 displacers	-6%	6%	2%	-6%	-6%	-12%	1%	-1%
MRP resist rev	-4	-2	9	9	6	/	/	8
MRP resist rev cytotoxicity	98	101	100	97	85	/	/	96
MRP resist rev with doxorubicin	102	103	91	88	79	/	/	88
PLAP inhibitors HTS	-3%	9%	13%	-21%	15%	-30%	-84%	1%

49	CCOC(=O)CSc1nnc(-c2ccc(NS(=O)(=O)c3ccc(C)cc3)cc2)o1
50	COc1cccc(CN2CCN(S(=O)(=O)c3ccc(Br)cc3)CC2)c1
51	Cc1ccc(Nc2nc(-c3ccc(S(=O)(=O)N4CCOCC4)cc3)cs2)cc1
52	CC1(C)CC2CC(C)(CN2S(=O)(=O)c2ccc(C(=O)Nc3ccc(Cl)c(S(=O)(=O)N4CCOCC4)c3)cc2)C1 (stereo unspecified)
53	CCCCCC(=O)N1CC2(C)CN(C(=O)CCCCC)CC(C)(C1)C2=O
54	CCCCOCCCNC(=O)CN1C(=O)c2ccccc2C1=O
55	CCc1c(C)c2ccc(OCC(=O)N(C)C)c(C)c2oc1=O
56	CC1CN=C(NC2CCCCC2C)S1 (stereo unspecified)

entry no.	49	50	51	52	53	54	55	56
NFkB transloc inh	-8	/	8	3	-21	19	-2	-21
NFkB transloc inh cell count 2 µM	193	/	108	159	89	52	149	134
NFkB transloc pot	8	/	-8	-3	21	-19	1	21
NFkB transloc pot cell count 2 µM	193	/	108	159	89	52	149	134
Bcl-B TR3 displacers	-4%	2%	/	-1%	-3%	-3%	-8%	5%
MRP resist rev	-3	-2	/	/	22	12	27	2
MRP resist rev cytotoxicity	89	99	/	/	102	97	90	93
MRP resist rev with doxorubicin	92	100	/	/	80	85	64	91
PLAP inhibitors HTS	-3%	24%	/	-1%	8%	-12%	-10%	26%

57	C=CC(=O)Nc1ccc(Br)cc1
58	COCCn1c(SCC(=O)NCc2ccc3c(c2)OCO3)nnc1-c1c[nH]c2ccccc12
59	Cc1nn(C)c(C)c1S(=O)(=O)N1CCC(C(=O)NCC2COc3ccccc3O2)CC1 (stereo unspecified)
60	CC(=O)c1c(C)[nH]c(C(=O)Nc2cccnc2)c1C
61	O=C(NCCc1ccccn1)c1ccc(COc2ccccc2)o1
62	C/C(Cn1cnc([N+](=O)[O-])n1)=N\NC(=O)c1cccc(F)c1
63	O=C(CSc1nc2ccccc2o1)NCc1ccco1
64	O=C1OC(c2ccc(Cl)cc2)=N/C1=C\c1cccnc1
65	COc1ccccc1NC(=O)CSc1nnc(C)n1CC1CCCO1 (stereo unspecified)
66	CC(C)CN1C(=O)c2ccc(C(=O)NCc3ccc4c(c3)OCO4)cc2C1=O
67	CC1CCN(C(=O)CSc2nnc(Cc3ccccc3)o2)CC1

entry no.	57	58	59	60	61	62	63	64	65	66	67
NFkB transloc inh	-4	/	-42	6	-3	-5	-4	-34	6	-2	/
NFkB transloc inh cell count 2 µM	146	/	196	110	188	176	182	116	107	151	/
NFkB transloc pot	4	/	42*	-6	3	5	4	35	-6	2	/
NFkB transloc pot cell count 2 µM	146	/	196*	110	188	176	182	116	107	151	/
Bcl-B TR3 displacers	6%	9%	-8%	3%	-9%	/	14%	-2%	/	3%	-5%
MRP resist rev	0	8	13	20	/	1	8	/	11	15	1
MRP resist rev cytotoxicity	53	86	96	94	/	94	98	/	113	98	92
MRP resist rev with doxorubicin	53	78	82	74	/	93	90	/	102	83	91
PLAP inhibitors HTS	10%	-52%	-27%	-16%	2%	/	-39%	-1%	/	12%	-8%
